Screening data deposited in PubChem by several laboratories.
STK33 kinase inh – blocks human STK33 kinase activity; purified STK33, MBP phosphorylation, ADP-Glo luminescence; inhibition, % at 10 µM; 0.073% of 320,000 active;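 active = inhibition at or above 25%, using the most active replicate where run in duplicate; inactive = inhibition below 25%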
Target sequence (Q9BYT3 whole entry, looked up): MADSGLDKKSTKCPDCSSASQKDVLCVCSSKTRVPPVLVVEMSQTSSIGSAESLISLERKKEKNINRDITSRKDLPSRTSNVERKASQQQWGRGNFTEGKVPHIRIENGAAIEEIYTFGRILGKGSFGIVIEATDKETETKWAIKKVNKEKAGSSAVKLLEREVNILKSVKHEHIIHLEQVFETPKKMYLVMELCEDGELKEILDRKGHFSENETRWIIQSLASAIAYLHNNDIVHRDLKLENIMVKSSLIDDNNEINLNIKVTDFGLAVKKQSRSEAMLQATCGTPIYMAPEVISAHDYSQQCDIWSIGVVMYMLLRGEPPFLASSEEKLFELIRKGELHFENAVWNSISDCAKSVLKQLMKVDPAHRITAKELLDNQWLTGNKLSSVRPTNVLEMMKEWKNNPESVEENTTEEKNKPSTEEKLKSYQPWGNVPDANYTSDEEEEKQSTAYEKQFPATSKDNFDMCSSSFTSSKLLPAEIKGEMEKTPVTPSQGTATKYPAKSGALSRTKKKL
CHT inh – human CHT choline transport inhibition; Q9GZV3; CHT-expressing cells, membrane potential dye, choline response; active compounds read low; B-score at 10 µM; 0.86% of 310,000 active; AID 488975;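 active = B-score over 3 SD under the library average, and starting fluorescence ratio not unusually high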;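 note: choline stimulus applied at its EC90 after an EC20 pre-addition; B-score computed on integrated fluorescence ratio after choline addition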
Target sequence (Q9GZV3 whole entry, looked up): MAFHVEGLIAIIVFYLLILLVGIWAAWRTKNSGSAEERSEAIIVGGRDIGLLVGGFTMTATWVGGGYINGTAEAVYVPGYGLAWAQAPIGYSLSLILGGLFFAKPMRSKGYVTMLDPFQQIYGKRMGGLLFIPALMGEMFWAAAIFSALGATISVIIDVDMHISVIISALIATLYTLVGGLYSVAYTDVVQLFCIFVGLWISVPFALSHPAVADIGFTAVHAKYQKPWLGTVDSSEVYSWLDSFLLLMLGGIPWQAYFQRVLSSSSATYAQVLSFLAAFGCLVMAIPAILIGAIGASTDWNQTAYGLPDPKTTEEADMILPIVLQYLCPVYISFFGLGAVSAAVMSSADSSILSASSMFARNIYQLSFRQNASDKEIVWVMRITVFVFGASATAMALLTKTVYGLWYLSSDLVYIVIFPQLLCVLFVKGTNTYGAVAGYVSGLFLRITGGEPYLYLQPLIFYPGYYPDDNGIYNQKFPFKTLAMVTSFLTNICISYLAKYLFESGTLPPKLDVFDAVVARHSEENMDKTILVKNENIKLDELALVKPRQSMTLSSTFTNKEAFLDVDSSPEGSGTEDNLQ
CHT allo act – allosteric activators of human choline transporter CHT | Q9GZV3 | CHT-expressing cells, membrane potential dye, choline EC20; active compounds read high; LV-AA mutant CHT in HEK293 cells | B-score at 10 µM | 0.49% of 310,000 active;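 active = initial fluorescence not abnormally high and integrated response B-score, plate-corrected, over 3 SD above library mean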
* = called active by the depositor; i = inactive; / = no result given.

SMILES | STK33 kinase inh | CHT inh | CHT allo act
c1ccc(CCCNc2ncnc3nc[nH]c23)cc1 | 6.9 | i | i
CN1C(=O)/C(=C/c2ccc(O)c([N+](=O)[O-])c2)NC1=S | 1.2 | i | i
COc1ccc(S(=O)(=O)N2CCC(C(=O)N[C@@H](C)C(=O)NC3CCCC3)CC2)cc1 | -0.3 | i | i
CCOc1ccc(S(=O)(=O)N2c3ccccc3CC2C)cc1 (stereo not drawn) | 1.5 | i | i
O=C(NCCS(=O)(=O)c1ccc(Br)cc1)c1ccccc1 | -2.5 | i | i
COCC(C)n1c(C)cc(C(=O)COC(=O)c2nc3nc(C)cc(C)n3n2)c1C (stereo not drawn) | 0.1 | i | i
NC(=O)c1nn(-c2ccc(Oc3ccccc3)cc2)c(=O)cc1O | -4.6 | i | i
COc1cc(NS(=O)(=O)c2ccc(NC(=O)c3cccs3)cc2)nc(OC)n1 | 0.0 | i | i
CCc1nccn1S(=O)(=O)c1cc(OC)c(Cl)cc1OC | -1.0 | i | i
Nc1nc(Cl)nc2c1ncn2[C@H]1C[C@H](O)[C@@H](CO)O1 | 0.8 | i | i
Cc1ccc(C(=O)COc2ccccc2-c2ccccc2)cc1C | 0.4 | i | i
C#CCNC(=O)C1=C[C@H](C2CC2)C[C@H](OCCCCO)O1 | -1.0 | i | i
N#CCCn1nc(-c2ccccc2)c2ccccc2c1=O | -0.1 | i | i
CCCNc1sc(S(=O)(=O)CCC)nc1S(=O)(=O)c1ccc(C)cc1 | 0.6 | i | i
COCCNC(=O)C(OC(=O)CC1Sc2ccccc2NC1=O)c1ccncc1 (stereo not drawn) | 0.6 | i | i
CC(Nc1ccc(F)cc1F)C(=O)NC(=O)NC1CCCCC1 (stereo not drawn) | -1.5 | i | i
CCn1cc(C(=O)NCCCOC)c2cc(OC)c(OC)cc2c1=O | 0.1 | i | i
Cc1ccc(CN2CCN(C(=O)C3CCC3)CC2)cc1 | 0.3 | i | i
CC(=O)c1cc2c(cc1NS(=O)(=O)c1ccc(F)cc1)OCO2 | -0.8 | i | i
O=C1CC(SCc2nc3ccccc3[nH]2)C(=O)N1c1ccc(Cl)cc1 (stereo not drawn) | -0.6 | i | i
COc1ccc(C2=NOC(C(=O)Nc3cc(C)nn3-c3ccccc3)C2)cc1OC (stereo not drawn) | -1.3 | i | i
COc1ccc(C(C)NC(=O)c2ccncc2)cc1OC (stereo not drawn) | 0.1 | i | i
COc1ccc(-c2ocnc2C(=O)N2CCN(C(=O)C(c3ccccc3)c3ccccc3)CC2)cc1 | -0.1 | i | i
S=c1[nH]nc(-c2ccccc2)n1/N=C/c1ccc(-c2ccccc2Cl)o1 | -2.1 | i | i
O=C(O)CCNc1ccc2c(c1)OCCO2 | -0.2 | i | i
Other compounds:
SMILES | STK33 kinase inh | CHT inh | CHT allo act
CC(C)(C)c1ccc(-n2ncc3c2CCCC3NC(=O)c2cnccn2)cc1 (stereo not drawn) | -0.2 | i | i
COc1ccc2oc(/C=C/N(C)C)c(C(=O)c3ccc(Cl)cc3)c2c1 | -0.9 | i | i
COc1cc(OC)cc(C(=O)NC(=S)Nc2ccc3c4c(cccc24)CC3)c1 | 0.9 | i | i
N#Cc1ccc(CSc2nnc(Cc3cccs3)n2Cc2ccco2)cc1 | 0.7 | i | i
CCc1ccc(NC(=O)C2CCCN(S(=O)(=O)c3c(C)[nH]c(=O)[nH]c3=O)C2)cc1 (stereo not drawn) | -1.0 | i | i
CN(C)/C=C1\C(=O)ON=C1c1ccccc1 | 0.1 | i | i
CCCN1CCCc2ccccc21 | -1.8 | i | i
COc1ccccc1-c1nnc2sc(-c3ccc(N(C)C)cc3)nn12 | 0.1 | i | i
COc1ccc2occ(C(C)=O)c2c1 | -2.2 | i | i
CCOC(=O)c1sc(C)c2c(=O)n(Cc3ccc(Cl)cc3)c(C)nc12 | -0.9 | i | i
O=C(CSc1nnnn1-c1ccc(F)cc1)Nc1ccccc1F | -1.7 | i | i
Cc1ccc(NC(=O)CSc2nn(-c3ccccc3)c(=S)s2)cc1S(=O)(=O)N(C)C | -1.4 | i | i
C/C=C/c1ccc(OCCCCN2C(=O)NC(C)(C)C2=O)c(OC)c1 | / | i | i
O=C(C1CCN(S(=O)(=O)c2cccc3nonc23)CC1)N1CCCCC1 | 0.6 | i | i
N=c1c(C(=O)NCc2ccc(F)cc2)cc2c(=O)n3ccccc3nc2n1CC1CCCO1 (stereo not drawn) | -0.9 | i | i
O=C(CN1C(=O)c2ccccc2C1=O)Nc1ccccc1 | -2.1 | i | i
CNC(C)C#Cc1ccc2c(=O)c3cc(C)c(C)cc3oc2c1 (stereo not drawn) | 5.2 | i | i
COc1ccc2[nH]c(CN3CCN(CC(C)C)C(CCO)C3)c(C)c2c1 (stereo not drawn) | -0.4 | i | i
O=C1NCCCC1C(=O)N1CCN(C(=O)c2ccco2)CC1 (stereo not drawn) | -1.0 | i | i
C/C(=N/NC(=O)CCc1c(C)n[nH]c1C)c1cccc([N+](=O)[O-])c1 | 0.1 | i | i
Cc1ccc(NC(=O)CN2C(=O)N/C(=C/c3ccccc3OCc3cccc(C(=O)O)c3)C2=O)cc1 | -1.8 | i | i
CN(C)CCOC1c2ccccc2-c2ccccc21 | -1.3 | i | i
COc1ccc(C(C)=O)cc1CN1C(=O)NC2(CCCC2)C1=O | 0.6 | i | i
O=C(C[n+]1ccccc1)N/N=C/c1cccs1 | -2.3 | i | i
COCCCNC(=O)[C@H]1N2C(=O)c3ccccc3C2SC1(C)C (stereo partly drawn) | -1.6 | i | i
Next structures:
SMILES | STK33 kinase inh | CHT inh | CHT allo act
Cc1cc(NC(=O)COc2cccc(Oc3ccccc3)c2)no1 | 0.3 | i | i
O=C(CSc1nc2ccccc2c(=O)n1Cc1ccco1)N1CCCCCC1 | -0.3 | i | i
CC(NC(=O)NC1CCCCC1)c1ccccc1 (stereo not drawn) | -0.9 | i | i
CN1C(=O)/C(=C/c2ccc(OCc3ccc(C(=O)O)cc3)c(Cl)c2)NC1=S | -0.1 | i | i
CCOC(=O)N1CCC(N2C(=O)c3ccccc3C2Nc2cc(C)cc(C)c2)CC1 (stereo not drawn) | -0.3 | i | i
CC(=O)c1nc(-c2ccccc2)sc1C | 0.2 | i | i
COc1ccccc1CN(C)CC(=O)NC1CCCc2ccccc21 (stereo not drawn) | -0.1 | i | i
Cc1cc(Br)ccc1NC(=O)CNC(=O)CN1C(=O)NC2(CCCCCC2)C1=O | -2.3 | i | i
CCOC(=O)N1CCN(c2c(NCc3ccccc3OC)c(=O)c2=O)CC1 | 0.1 | i | i
O=C(N/N=C/C1CC2C=CC1C2)c1ccccc1O (stereo not drawn) | 0.0 | i | i
Cc1cc(-n2cnnn2)ccc1C(C)C | -0.8 | i | i
O=C(CN1C(=O)c2ccccc2S1(=O)=O)NC(Nc1ccccc1F)C(Cl)(Cl)Cl (stereo not drawn) | 2.3 | i | i
O=C(O)CC12CC3CC(C1)CC(n1ncc(NCc4ccccc4Cl)c(Cl)c1=O)(C3)C2 | -0.3 | i | i
CCCn1c(N)c(C(=O)COC(=O)c2c(C)noc2C)c(=O)n(C)c1=O | -0.8 | i | i
CC(=O)c1cccc(NS(=O)(=O)c2c(C(=O)N3CCOCC3)c(C)n(C)c2C)c1 | 0.2 | i | i
CCOc1ccc(NC(=O)N(CCN(C)C)C(C)c2cccnc2)cc1 (stereo not drawn) | 0.3 | i | i
CCOC(=O)C1=C(C)N=c2s/c(=C\c3ccc(OC(C)=O)c(OCC)c3)c(=O)n2C1/C=C/c1ccccc1 (stereo not drawn) | 2.1 | i | i
c1ccc(Oc2cc(-n3cccn3)ncn2)cc1 | -1.2 | i | i
COC(=O)C1=C(C)OC(N)=C(C#N)C1c1ccccc1 (stereo not drawn) | -1.9 | i | i
O=C(O)CNC(=O)/C=C/c1ccc(Cl)cc1Cl | -1.1 | i | i
O=C(c1ccco1)N1CCN(C(=S)Nc2ccccc2Cl)CC1 | -1.2 | i | i
O=C(NCCc1ccc(Cl)cc1)C1CCN(S(=O)(=O)c2ccc(-n3cnnn3)cc2)CC1 | -0.2 | i | i
Cc1ccc(S(=O)(=O)Nc2cccc3cccnc23)c([N+](=O)[O-])c1 | 0.5 | i | i
CN(C(=O)CC1C(=O)NCCN1Cc1ccc2ccccc2c1)C1CCOCC1 (stereo not drawn) | -1.1 | i | i
CCCn1c(=O)c2sccc2n2c(CCCC(=O)NCC3CCCO3)nnc12 (stereo not drawn) | -0.9 | i | i
More entries
SMILES | STK33 kinase inh | CHT inh | CHT allo act
Cc1cccc(NC(=O)NC2CC(=O)N(c3ccc4c(c3)OCCO4)C2)n1 (stereo not drawn) | -0.6 | i | i
Cc1ccc(N2C(=O)CC(SCC(=O)Nc3ccc(S(N)(=O)=O)cc3)C2=O)cc1 (stereo not drawn) | -2.8 | i | i
O=S(=O)(c1ccc(S(=O)(=O)N2CCCC2)cc1)N1CCCCC1 | -1.4 | i | i
O=C1NC(=S)S/C1=C\c1ccc(SCc2ccco2)o1 | 17 | i | i
COC(CNC(=O)CNC(=S)N(Cc1ccccc1)Cc1cccnc1)OC | -2.4 | i | i
Cc1cc(S(=O)(=O)N2CCCC2)ccc1OCC(=O)NCc1ccccc1 | -0.3 | i | i
Cc1ccc(SCC(=O)Nc2ccc(-c3nc4ccccc4[nH]3)cc2)cc1 | -1.6 | i | i
CCOc1ccc(-n2ccnc2)nn1 | -1.5 | i | i
O=C(/C=C/c1ccccc1)NC(NC(=S)Nc1cccc(Cl)c1)C(Cl)(Cl)Cl (stereo not drawn) | -0.3 | i | i
CCOC(=O)c1cc(CC)sc1NC(=O)CSc1nc2ccccc2c(=O)n1Cc1ccco1 | 0.7 | i | i
COc1cccc(CNC(=O)CSc2nc3c(oc4ccccc43)c(=O)n2CC2CCCO2)c1 (stereo not drawn) | -0.6 | i | i
CCOC(=O)c1cnc2c(C)cc(C)cc2c1Nc1ccc(S(=O)(=O)Nc2ncccn2)cc1 | -1.8 | i | i
CNC(=S)NNC(=O)c1ccc(N(C)C)cc1 | -2.5 | i | i
CC(C)CN1C(=S)SC(C)(C)C1n1oc(=O)n(-c2ccccc2)c1=O (stereo not drawn) | 0.2 | i | i
CC(C)CN1C(=O)C(=O)N(CC(=O)N2CCN(c3ccccc3)CC2)C1=O | / | i | i
COc1cc(C(=O)NCCC(=O)NC2CCCc3ccccc32)cc(OC)c1OC (stereo not drawn) | -0.5 | i | i
C=CCOc1ccc(/C=C/C(=O)OCC(=O)NC2CCCCCC2)cc1 | -1.8 | i | i
CCNc1ccc(Br)cc(C(=O)/C=C/c2ccc3c(c2)OCO3)c1=O | 1.4 | i | i
CC(C)C1=Nc2cccc3cccc(c23)N1 | 2.9 | i | i
Cc1cccc2cc(CN(CCN(C)C)C(=S)Nc3ccccc3)c(=O)[nH]c12 | 0.9 | i | i
Cc1ccc(C(=O)Nc2nnc(C3CCCCC3)s2)o1 | -0.3 | i | i
CC(C)(C)NC(=O)C(c1ccccn1)N(C(=O)c1ccc2c(c1)OCCO2)C1CCCC1 (stereo not drawn) | -0.7 | i | i
CC(=O)/C(=C/Nc1ccc(Oc2ccccc2)cc1)c1ccccc1 | 1.3 | i | i
CCCn1c(-c2cc(OC)c(OC)c(OC)c2)nc2c1c(=O)[nH]c(=O)n2Cc1ccccc1 | 0.4 | i | i
CN(C)C=Nc1c(Br)cc(Br)c2nonc12 | -0.1 | i | i

Given in markdown: two of the compounds above
| smiles | STK33 kinase inh | CHT inh | CHT allo act |
| --- | --- | --- | --- |
| Nc1nc(Cl)nc2c1ncn2[C@H]1C[C@H](O)[C@@H](CO)O1 | 0.8 | i | i |
| Cc1ccc(C(=O)COc2ccccc2-c2ccccc2)cc1C | 0.4 | i | i |

Other compounds follow.
SMILES | STK33 kinase inh | CHT inh | CHT allo act
O=C(Nc1cc(C(F)(F)F)cc(C(F)(F)F)c1)c1ccc(Cn2cc(C(F)(F)F)ccc2=O)cc1 | -0.7 | i | i
O=C(Nc1ccccc1-c1ccccc1)C1CCC1 | 1.3 | i | i
O=C(NCCSCc1c(F)cccc1Cl)c1ccc(CN2CCOCC2)cc1 | -0.6 | i | i
CCOC(=O)c1[nH]c2ccc(OC)cc2c1NC(=S)N1CCN(c2cccc(C)c2C)CC1 | -0.9 | i | i
Cc1cccc(-n2ncc3c2CCCC3NC(=O)CCN2CCCO2)c1C (stereo not drawn) | 0.3 | i | i
CCn1nc(C)c(/C=N/NC(=O)c2nc3nc(C)cc(C)n3n2)c1C | -1.6 | i | i
O=C(N[C@@H](Cc1ccc(O)cc1)C(=O)O)c1cccnc1 | -1.5 | i | i
C/C(=N\O)C(C)(C)Nc1ccc(Br)cc1 | 1.4 | i | i
Cc1c(C(=O)O)c(C(=O)O)nc2ccc(N3CCOCC3)cc12 | -0.3 | i | i

Grouped by structure, the entries above containing a furan ring, fused or not (11)
SMILES | STK33 kinase inh | CHT inh | CHT allo act
S=c1[nH]nc(-c2ccccc2)n1/N=C/c1ccc(-c2ccccc2Cl)o1 | -2.1 | i | i
COc1ccc2oc(/C=C/N(C)C)c(C(=O)c3ccc(Cl)cc3)c2c1 | -0.9 | i | i
N#Cc1ccc(CSc2nnc(Cc3cccs3)n2Cc2ccco2)cc1 | 0.7 | i | i
COc1ccc2occ(C(C)=O)c2c1 | -2.2 | i | i
O=C1NCCCC1C(=O)N1CCN(C(=O)c2ccco2)CC1 (stereo not drawn) | -1.0 | i | i
O=C(CSc1nc2ccccc2c(=O)n1Cc1ccco1)N1CCCCCC1 | -0.3 | i | i
O=C(c1ccco1)N1CCN(C(=S)Nc2ccccc2Cl)CC1 | -1.2 | i | i
O=C1NC(=S)S/C1=C\c1ccc(SCc2ccco2)o1 | 17 | i | i
CCOC(=O)c1cc(CC)sc1NC(=O)CSc1nc2ccccc2c(=O)n1Cc1ccco1 | 0.7 | i | i
COc1cccc(CNC(=O)CSc2nc3c(oc4ccccc43)c(=O)n2CC2CCCO2)c1 (stereo not drawn) | -0.6 | i | i
Cc1ccc(C(=O)Nc2nnc(C3CCCCC3)s2)o1 | -0.3 | i | i
